Screens from PubChem BioAssay.
TTR transcr act – TTR transcription activators in neuroblastoma reporter cells, primary screen, cell-based, luminescence, SH-SY5Y, TTR promoter Gaussia luciferase | 100% = recombinant luciferase protein wells | activation, % at 16.7 µM | 1.3% of 92,000 active | AID 1117267, 2014;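 active = activation above the mean of all tested compounds plus 3 SD, cut at about 9.5% in these data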;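 also: cells exposed to compounds for one day before reading; 0% = median of all test compound wells on the plate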
* hit, by the source's call. Only part of the results is shown; the hit share may differ from the screen's.

TTR transcr act	Molecule
-0.7	CCONc1ncnc2nonc12
-1.7	CCCCOc1ccc(C(=O)N(CC)CC(=O)NCc2cccs2)cc1
-1.2	C=C(C)CNC(=S)N/N=C/c1c(F)cccc1F
11*	Cc1ccc(S(=O)(=O)N(C)C)cc1NC(=O)C1CCCC1
-1.2	CCSc1ccc([C@@H]2[C@H]3C(=O)N(CC)C(=O)[C@H]3[C@]3(C(=O)OC)CCCCN23)cc1
-0.2	CCc1ccccc1N(CC(=O)NCc1ccco1)C(=O)CCC(=O)Nc1nccs1
-3.0	COc1cc(CCN2C(=O)c3cccc4cccc(c34)C2=O)c(S(=O)(=O)NCCCO)cc1OC
3.1	O=C(/C=C/c1ccccc1)N1CCN(C(=O)c2ccco2)CC1
-1.6	COc1ccc(/C=N\Nc2ccccn2)c(OC)c1
3.6	Cc1ccc2c(COC(=O)CNC(=O)c3ccco3)cc(=O)oc2c1C
-1.2	CC(C)Nc1nc(NCCOc2ccccc2Cl)c2sccc2n1
-1.4	COc1ccccc1NC(=O)N1CCC(c2nc3cc(C)c(C)cc3[nH]2)CC1
1.4	COc1ccc(N2C(=O)CC(SCCc3nc4ccccc4[nH]3)C2=O)cc1 (stereo not drawn)
-0.4	COc1ccc(C(=O)N2CCCCC2c2cc(C(=O)NCc3ccccc3)no2)cc1 (stereo not drawn)
-0.8	COc1ccc(CN2C(=O)C(CC(=O)NCCCCc3ccccc3)CC(C(=O)N3CCOCC3)=C2C)cc1 (stereo not drawn)
0.3	CSc1ccc(CNc2ccc(Cl)cc2)cc1
-0.9	CCOc1ccccc1OCCCC(=O)Nc1ccc(Cl)c(S(=O)(=O)N2CCOCC2)c1
-0.9	CCOC(=O)c1sc2nc(N3CCOCC3)c3c(c2c1N)CCCC3
-0.1	CCc1nc2ccc(C(=O)Nc3cc(-c4ccccc4)ccc3OC)cn2c1N(C)CCC(C)C
0.5	CCN(CC)S(=O)(=O)c1ccc2nc(SC)sc2c1
4.3	O=S(=O)(Nc1nc2ccccc2nc1N1CCc2ccccc2C1)c1ccc(Cl)cc1
4.0	CCOc1ccccc1OCCCC(=O)N(CC)CC(=O)Nc1ccc(NC(C)=O)cc1
-0.2	O=C(O)c1cc(=S)nc[nH]1
-1.8	O=C(CCCNS(=O)(=O)c1cccc2nsnc12)NCCc1ccccc1
0.8	S=c1[nH]nc(C2CCCCC2)n1/N=C/c1ccc(Br)cc1
-0.2	CCOC(=O)c1sc(N(Cc2ccccc2)C(=O)CSc2nnc(C3CC3)n2N)nc1C
0.5	COc1ccc2cc3c(N)nn(C(=O)c4cccc([N+](=O)[O-])c4)c3nc2c1
-0.7	Cc1ccc(S(=O)(=O)N(C)C)cc1NC(=O)CCCNC(=O)c1ccc(Cl)cc1
-1.0	CCOCCCNC(=O)c1ccc(C2SCC(=O)N2Cc2ccccc2)cc1 (stereo not drawn)
1.2	Cc1cc(-c2nnc(CCC(=O)NC(c3ccccc3)c3ccccc3)o2)no1
-1.6	Cc1csc2c(SCC(=O)NNS(=O)(=O)c3cccc(C(F)(F)F)c3)ncnc12
-1.2	CCOC(=O)C1(Cc2cccc(Cl)c2)CCCN(C(=O)c2c(CC)noc2C)C1 (stereo not drawn)
-1.5	Cc1cccc(C(=O)NNC(=O)c2ccccc2[N+](=O)[O-])c1
0.1	C/C(=N\OCC(=O)Nc1ccc2c(c1)OCCO2)c1ccc2c(c1)OCCO2
3.7	Cc1cc2c(c(=O)o1)C(c1cccs1)C(C#N)=C(N)O2 (stereo not drawn)
-2.8	O=C(Cc1ccc2c(c1)OCCO2)Nc1ccc(Cl)c(S(=O)(=O)N2CCOCC2)c1
4.1	NNC(=O)c1nn(-c2ccc(Cl)cc2)cc1O
-2.0	CC(=O)Oc1ccc2c(=O)c(Oc3ccccc3)c(C)oc2c1OC(C)=O
2.4	COc1ccc(C(=O)OCC(=O)NC2CC2)cc1OC
2.3	COc1ccc(S(=O)(=O)NCc2ccco2)c2ccccc12
1.5	O=C(NCc1ccco1)C(=O)NCC1OCCN1S(=O)(=O)c1ccc(Br)cc1 (stereo not drawn)
4.5	O=C(NCCc1nc(-c2ccccc2)no1)c1ccccc1
-1.1	Cc1ccc(C(=O)NCCSCc2ccc(Cl)cc2Cl)cc1[N+](=O)[O-]
-0.7	O=C(c1ncn2c1c(=O)[nH]c1ccccc12)N1CCc2ccccc2C1
0.4	Cc1cccc(OCC(=O)Nc2ccc3c4c(cccc24)CC3)c1C
-2.1	NS(=O)(=O)c1ccc(CCNC(=O)CSCc2ccccc2)cc1
4.0	COc1cc(CN2CCCC(C)C2)ccc1OCc1ccccc1 (stereo not drawn)
2.6	CC(c1ccccc1F)n1cc(C(=O)NCc2ccncc2)nn1 (stereo not drawn)
0.2	O=C(CSc1ccc2ccccc2n1)Nc1ccc(N2CCOCC2)cc1
-1.8	Cc1cc(NC(=O)CCC(=O)N(Cc2ccccc2)C(C(=O)NC2CCCC2)c2ccc(C)o2)no1 (stereo not drawn)
2.7	COc1cccc(NC(=O)CSc2nc(N)cc(N)n2)c1
1.9	CC1CCN(CC(=O)NNC(=O)c2cccc(Br)c2)CC1
2.1	CC1(C)CC(=O)C(C=NCCN2CCNC2=O)=C(O)C1
0.7	CCOC(=O)c1ccc(COC(=O)CCc2nc(-c3ccccc3)c(-c3ccccc3)o2)cc1
2.2	CC1CCCCN1N=Nc1nc2c([nH]1)c(=O)n(C)c(=O)n2C (stereo not drawn)
0.1	OC(c1ccc(Cl)cc1Cl)C(Cc1cccnc1)n1cncn1 (stereo not drawn)
-0.4	CC1CN(C(=O)CCNC(=O)c2ccc(Br)cc2)CC(C)O1 (stereo not drawn)
0.0	Cc1ccc(NC(=S)N(CCN2CCOCC2)Cc2ccccc2F)cc1
-5.5	O=C1c2ccc3c4c(ccc(c24)C(=O)N1c1cccc(O)c1)C(=O)N(c1cccc(O)c1)C3=O
-2.3	COCCCn1c(C)cc(C(=O)COC(=O)CCc2nc3ccccc3c(=O)[nH]2)c1C

(list continues)
TTR transcr act	Molecule
-0.8	COc1ccc(/C=C2/SC(=O)N(CC(=O)NCCC(C)C)C2=O)cc1OC
1.6	CCCc1nc2oc3c(NCC4CCCO4)ncnc3c2c2c1COC(C)(C)C2 (stereo not drawn)
1.4	COc1ccc(C2C(C(=O)c3cccs3)=C(O)C(=O)N2c2cccc(C)n2)cc1OC (stereo not drawn)
0.5	Cc1ccc(-n2nc(C)c3c2OC(N)=C(C#N)C3c2ccc(F)cc2)cc1 (stereo not drawn)
-5.6	CC(=O)Nc1ccccc1OCC(=O)c1cc(C)n(Cc2cccs2)c1C
0.9	Cc1ccc(-n2c(-c3cccs3)nc3nc4ccccc4nc32)cc1
2.7	CCCOC1CCCN(C(=O)CCc2nnc(-c3ccc4c(c3)OCO4)o2)C1 (stereo not drawn)
0.1	CCOc1ccc2c(C)c(C)c(=O)oc2c1OCC
4.6	O=C1CN(C(=O)COc2cccc(F)c2)c2ccccc2N1
-1.9	COc1ccc(Oc2ccc(NC(=O)c3ccccc3C)cc2)cc1
-0.2	CCC(C)(C(=O)NC1CCCCC1)N(Cc1cccs1)C(=O)c1ccccn1 (stereo not drawn)
1.0	CC(=O)Nc1ccc(NC(=O)C(C)OC(=O)CCc2nc3ccccc3s2)cc1 (stereo not drawn)
-2.3	COc1ccc(NC(=O)c2cc(C(C)C)on2)cc1OC
-1.9	Cc1ccc(CN(C)C(=O)c2ccccc2Sc2ccccc2C#N)cc1
0.1	CC1CCN(Cc2nc(-c3ccc(Cl)cc3)no2)CC1
-1.8	COc1ccccc1-c1c(C)nn2c(N3CCN(c4ccccc4OC)CC3)cc(C)nc12
1.8	CC(C)S(=O)(=O)c1cnc(-c2cccnc2)nc1N
13*	Cc1ccccc1CN1CCCCC(NC(=O)c2ccc(N(C)C)cc2)C1=O (stereo not drawn)
-0.6	CC1(C(=O)O)CC(C)(C(=O)O)CC(C)(C(=O)O)C1 (stereo not drawn)
1.1	CCCCOc1cccc(C2C(C(=O)c3cccs3)=C(O)C(=O)N2Cc2cccnc2)c1 (stereo not drawn)
0.4	COC(=O)c1cccc(NC(=O)c2nn(C(C)C)c(=O)c3ccccc23)c1
3.2	O=C(NNC1=NCCC1)c1cccc(S(=O)(=O)N2CCOCC2)c1
0.8	Cc1nn(Cc2ccccc2)c(C)c1NC(=O)CSc1nc(C2CC2)nc2c1cnn2-c1ccccc1
-1.3	CCOC(=O)N(Cc1ccccc1)C(C(=O)O)C(C(=O)O)N(Cc1ccccc1)C(=O)OCC (stereo not drawn)
-2.1	CCc1ccc(-n2c(CSc3nnnn3-c3ccccc3)nc3ccccc3c2=O)cc1
0.9	O=C(/C=C/[C@H]1O[C@@H](n2cnc3c(NC(=O)c4ccccc4)ncnc32)[C@H](O)[C@@H]1O)N[C@@H](CO)Cc1c[nH]c2ccccc12
2.2	Cc1cc2ncn(CC(O)COc3cccc(C(=O)O)c3)c2cc1C (stereo not drawn)
-0.1	C/C(CC(=O)NCCCN1CCOCC1)=N\NC(=O)COc1ccc(C)cc1
12*	CCOC(=O)C1=C(C)NC(C)=C(C(=O)OC)C1c1ccco1 (stereo not drawn)
-0.1	Cc1ccc(N/C=C/c2onc(C)c2[N+](=O)[O-])cc1
-5.2	COc1cccc(/C(C#N)=C/c2c(-c3ccc(Cl)cc3)nc3c(C)cccn23)c1
-1.2	CC(=O)Oc1ccc(C(=O)[C@H]2[C@H]3C(=O)N(c4ccc(C)cc4C)C(=O)[C@H]3[C@@H]3C=CC=NN32)cc1
-0.6	Cc1csc(Cn2c(CN(C)C)nc3ccccc3c2=O)n1
-5.0	COc1ccc(/C=N/Nc2ccc([N+](=O)[O-])cc2)cc1O
-2.4	COCCN(C(=O)c1ccccc1)c1nnc(-c2cccnc2)s1
-3.1	CC(=O)Nc1ccc(S(=O)(=O)N2CCN=C2SCc2ccccc2C)cc1
2.7	Cc1ccc2cccc(O)c2[n+]1[O-]
0.7	CC1(C)C=C2C(N(Cc3ccc4c(c3)OCO4)C(=N)N2C(=O)OCc2ccccc2)n2c(=O)n(-c3ccccc3)c(=O)n21 (stereo not drawn)
-1.0	Cc1cc(C(=O)COC(=O)c2ccc[nH]c2=O)c(C)n1-c1ccccc1
2.4	CCOC(=O)c1c(C)nn(-c2ncccc2NC(=O)CCC(=O)O)c1C
-10	CC(=O)NC(c1cc(Cl)c2cccnc2c1O)C1CC1 (stereo not drawn)
-2.3	Nc1nnc(-c2ccccc2)s1
-0.6	O=C1CCCN1CCCNc1ccc(S(=O)(=O)N2CCCCC2)cn1
4.8	C#CCN1c2ccccc2Sc2cccnc21
-0.9	CCOc1ccccc1N1CC(C(=O)NNC(=O)c2cc(OC)c(OC)c(OC)c2)CC1=O (stereo not drawn)
-0.6	CC12CCC(C/C1=N/O)C2(C)CBr (stereo not drawn)
1.1	C#CCOCCOCCOCCNc1nc(N2CCN(C(=O)[C@H](C(C)C)n3cc(CCO)nn3)CC2)nc(N2CCN(C(=O)[C@H](C(C)C)n3cc(CCO)nn3)CC2)n1
1.4	CC(C)N(C(=O)[C@H]1CC(CC(=O)NCC23CC4CC(CC(C4)C2)C3)C(=O)N2CCc3c([nH]c4ccccc34)[C@]12C)C(C)C (stereo partly drawn)
0.5	COc1ccc(Cl)cc1NS(=O)(=O)c1cccc(C(=O)N2CC(C)OC(C)C2)c1 (stereo not drawn)
1.9	CC(C)(C)OC(=O)N[C@@H](Cc1ccccc1)C(=O)N[C@@H](CO)[C@H](O)[C@@H]1C[C@@H]1C(=O)NC1CCCCC1
0.8	CCn1c(=O)n(CC)c2cc(N3CCCC3)c(NC(=O)c3cccc(OC)c3)cc21
0.2	CCN(CC)c1ccc2cc(-c3nc(-c4ccc(OC)cc4)cs3)c(=O)oc2c1
2.1	COc1ccccc1/C=C/C(=O)N1CCOCC1
-0.1	CS(=O)(=O)N1CCc2cc(C(=O)N3CCN(c4cccc(Cl)c4)CC3)ccc21
-2.7	Cc1ccc(-n2c(SCC(=O)Nc3ccc4c(c3)OCO4)nnc2-c2ccccn2)cc1
0.2	c1ccc(-c2nc3ccccc3o2)nc1
-0.4	Cc1ccc(OCC(=O)NNC(=O)C2CCCO2)c(C)c1 (stereo not drawn)
